PG9 Ab binder = PG9 antibody binding by small molecule. TR-FRET gp120-PG9 antibody binding. inhibition, % at 6.7 µM. 360,000 compounds, 0.43% hits. AID 624416; in the data active = inhibition above about 8.5%
ssDAF12 agonist = activates DAF-12 receptor from parasite S. stercoralis. HEK293 ssDAF-12/GRIP1 lit1-tk-luc reporter, luminescence; % of 3 µM dafachronic acid response. activation, % at 6.8 µM. 370,000 compounds, 1% hits. AID 652126;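 active = activation above the mean over all tested compounds plus 3 SD, cut at about 0.9% in these data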;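 also: 0% = DMSO-only wells and 100% = 3 µM delta7-dafachronic acid wells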
SMARCA2 activ = SMARCA2 function activation, primary screen. MG213 cells, MMTV-luciferase reporter, dexamethasone, overnight. 370,000 compounds, 1% hits. activation, % at 9.1 µM; in the data active = activation above about 7.8%;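 also: 0% = vehicle wells and 100% = reference activator wells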
DAX1 inh-1 = NR0B1 (DAX1) inhibition | HEK293 Gal4-DAX1 luciferase reporter, luminescence | P51843 | 340,000 compounds, 0.99% hits | AID 504766 | inhibition, % at 6.75 µM;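 active = inhibition above the mean over all tested compounds plus 3 SD, cut at about 4.2% in these data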;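 also: 0% = DAX1-transfected cells with DMSO and 100% = empty-vector control cells with DMSO; inhibition shows as a rise in luminescence from relieved DAX1 repression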
GAA850 FXN act = frataxin GAA850 promoter activation. HEK293 lucGAA850 FXN promoter luciferase reporter, 24 h; percent of 10 µM SAHA response. activation, % at 6 µM. 360,000 compounds, 0.56% hits. AID 540364;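 active = activation above the average of all compounds screened plus 3 SD, cutoff fixed separately per campaign, cut at about 7.5% in these data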;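 also: 0% = DMSO wells and 100% = 10 µM SAHA wells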
hcDAF-12 act = H. contortus DAF-12 activation, primary screen. HEK293 hcDAF-12 lit1-tk-luc reporter, luminescence; 0% DMSO, 100% Δ7-dafachronic acid. 370,000 compounds, 1.4% hits. activation, % at 6.8 µM;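 active = activation above the mean of all tested compounds plus 3 SD, cut at about 5.5% in these data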;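 also: 100% = response to 3 µM Δ7-dafachronic acid high control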
PLCb3 inh = blocks human PLC-beta3 enzyme activity; inhibition, % at 12.2 µM; 370,000 compounds, 0.18% hits; Purified PLC-beta3, fluorogenic substrate, fluorescence; Q01970; in the data active = inhibition above about 11%;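 also: 0% = median of compound wells on plate and 100% = full blocker control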
Target sequence (Q01970 whole entry, looked up): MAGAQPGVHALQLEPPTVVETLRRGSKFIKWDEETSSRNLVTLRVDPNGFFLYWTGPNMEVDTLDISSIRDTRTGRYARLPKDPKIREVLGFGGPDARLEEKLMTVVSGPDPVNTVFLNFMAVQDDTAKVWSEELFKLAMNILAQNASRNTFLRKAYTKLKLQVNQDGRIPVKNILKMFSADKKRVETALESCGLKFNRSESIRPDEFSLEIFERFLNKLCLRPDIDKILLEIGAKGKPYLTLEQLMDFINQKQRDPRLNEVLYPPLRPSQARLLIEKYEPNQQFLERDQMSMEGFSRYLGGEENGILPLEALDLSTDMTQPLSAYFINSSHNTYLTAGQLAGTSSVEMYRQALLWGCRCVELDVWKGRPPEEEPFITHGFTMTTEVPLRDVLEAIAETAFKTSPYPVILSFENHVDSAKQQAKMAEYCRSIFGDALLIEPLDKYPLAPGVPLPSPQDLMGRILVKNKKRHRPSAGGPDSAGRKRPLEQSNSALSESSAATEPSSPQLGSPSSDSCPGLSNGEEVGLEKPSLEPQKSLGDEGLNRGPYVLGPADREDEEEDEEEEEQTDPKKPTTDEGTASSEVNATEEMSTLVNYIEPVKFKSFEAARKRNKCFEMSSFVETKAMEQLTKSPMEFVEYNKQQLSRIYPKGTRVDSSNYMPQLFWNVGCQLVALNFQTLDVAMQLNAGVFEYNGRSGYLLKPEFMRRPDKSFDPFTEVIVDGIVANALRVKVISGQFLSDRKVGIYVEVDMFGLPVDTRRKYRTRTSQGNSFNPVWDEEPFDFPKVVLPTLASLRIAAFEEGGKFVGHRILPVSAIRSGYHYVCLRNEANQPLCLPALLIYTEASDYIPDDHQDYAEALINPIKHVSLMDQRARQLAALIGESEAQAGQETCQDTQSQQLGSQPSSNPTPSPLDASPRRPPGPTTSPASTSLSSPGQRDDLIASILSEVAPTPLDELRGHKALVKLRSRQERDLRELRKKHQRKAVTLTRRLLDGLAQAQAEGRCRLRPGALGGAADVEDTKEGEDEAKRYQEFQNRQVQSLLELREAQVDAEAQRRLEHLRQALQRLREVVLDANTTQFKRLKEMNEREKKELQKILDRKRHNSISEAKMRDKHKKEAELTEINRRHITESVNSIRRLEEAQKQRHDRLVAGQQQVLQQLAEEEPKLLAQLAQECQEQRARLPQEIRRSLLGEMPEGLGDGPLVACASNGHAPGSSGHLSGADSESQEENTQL
Rev-erbA mod = modulates human Rev-erb alpha binding to DNA | Rev-erbα–FITC-DNA binding, fluorescence polarization, 90 min | AID 1259318 | activity, % at 10 µM | 370,000 compounds, 0.79% hits;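 active = activity above about 14%, limit read from the data; passing the limit was not always enough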;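 also: 0% = DMSO wells with 35 nM protein and 100% = DMSO wells with 750 nM protein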
HGIII-sPLA2 inh = Blocks human group III sPLA2 activity. QFRET BODIPY PC-A2 liposome hydrolysis, fluorescence. 370,000 compounds, 0.56% hits. inhibition, % at 12.2 µM. AID 743126. Q9NZ20;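 active = inhibition above mean plus 3 SD of compounds lying within the high and low control bounds, cut at about 19% in these data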;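 also: 0% = median of test compound wells and 100% = no enzyme DMSO wells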
DAX1 inh-2 = inhibitors of DAX1 repression of SF-1 activated StAR promoter; HEK293T StAR-luciferase reporter, SF-1/DAX-1 repression relief; inhibition, % at 6.8 µM; 370,000 compounds, 1.1% hits; AID 652010;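 active = inhibition above the mean over all tested compounds plus 3 SD, cut at about 3.6% in these data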;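 also: 0% = DAX-1 cells with DMSO and 100% = cells lacking DAX-1 with DMSO; higher inhibition means more luminescence from relief of DAX-1 repression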
hgDAF-12 ag = hgDAF-12 agonism, primary luciferase screen. HEK293 GAL4-hgDAF12 UAS-luciferase reporter, agonist luminescence; normalized to butyrate control. activation, % at 6.8 µM. 370,000 compounds, 1.8% hits;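 active = activation above a cutoff set at the mean of all screened compounds plus 3 SD, cut at about 10% in these data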;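 also: 0% = DMSO wells and 100% = sodium butyrate wells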
The depositor's hits bear a star; / = no result given. Compounds as they come; 7% or so of the library scored in one or more.

no. | compound | Rev-erbA mod | ssDAF12 agonist | DAX1 inh-2 | hcDAF-12 act | DAX1 inh-1 | SMARCA2 activ | HGIII-sPLA2 inh | hgDAF-12 ag | PLCb3 inh | GAA850 FXN act | PG9 Ab binder
1 | CCN1CCN(c2ccc(S(=O)(=O)N3CCOCC3)cc2NC(=O)/C=C/c2ccc(C)cc2)CC1 | 8 | 0.0 | 1.2 | -2.0 | 1.1 | 1 | -4 | 2.1 | -10 | -3.1 | 1.9
2 | COc1ccc(-n2nc3c(N4CCC(C(=O)N5CCC(C)CC5)CC4)nnc(C)c3c2C)cc1 | 2 | -1.5 | -1.0 | 0.1 | -0.7 | -1 | 4 | -1.4 | -73 | 0.1 | 1.1
3 | CCOc1ccc(N=Nc2cc(C(C)C)ccc2O)cc1 | -1 | -1.0 | -0.2 | -2.9 | -0.5 | 3 | 4 | 1.4 | 2 | 0.7 | 0.3
4 | O=C(COc1ccc2c3c(c(=O)oc2c1)CCC3)N1CCCC1 | 5 | -1.1 | -0.2 | -2.2 | 2.3 | 3 | 1 | 0.3 | -26 | 0.6 | -1.8
5 | Cc1ccc(CC2CC(=O)N(c3ccc(Cl)cn3)C2=O)cc1 (centres undefined) | 2 | -1.3 | 0.0 | 0.2 | 1.7 | -1 | 0 | 0.7 | 3 | 3.4 | 0.8
6 | Cc1ccccc1Cn1c(C(C)O)nc2ccccc21 (centres undefined) | -2 | -1.1 | 0.3 | -0.2 | 0.2 | -2 | 3 | -0.6 | 5 | -0.9 | 0.1
7 | COc1cc(OC)cc(C(=O)NC(C)CNc2ccc(Cl)cc2[N+](=O)[O-])c1 (centres undefined) | 3 | -0.8 | -0.2 | -0.8 | -1.5 | -3 | 1 | -1.8 | 1 | 0.2 | -1.3
8 | COc1ccc(N(CC(=O)N2CCN(c3ccccc3)CC2)S(=O)(=O)c2c(C)noc2C)cc1 | 7 | -1.3 | 0.4 | -0.3 | 1.0 | 0 | 15 | 3.2 | -1 | -0.7 | 0.7
9 | O=S(=O)(NC(=NCc1ccccc1)c1ccccc1)c1ccc(Br)cc1 | -8 | -0.9 | 0.4 | -0.6 | 0.2 | -3 | -14 | -2.3 | -6 | 0.7 | 1.4
10 | CN(CC(=O)Nc1cccc(S(=O)(=O)NC2=NCCC2)c1)Cc1cccc(F)c1 | 3 | -1.1 | -1.0 | -0.1 | 0.2 | -4 | 2 | 1.4 | -1 | -0.2 | 0.5
11 | CC(C)CNC(=S)N(CCN(C)C)Cc1cc2cc3c(cc2[nH]c1=O)OCCO3 | -3 | -1.0 | 1.1 | 0.8 | 1.2 | -1 | 1 | 0.6 | -108 | 0.8 | 1.2
12 | O=C(Nc1ccccc1Cl)c1cc(S(=O)(=O)N2CCCCC2)ccc1N1CCOCC1 | 2 | -2.2 | -0.6 | -1.2 | -0.5 | 0 | -8 | -1.4 | 2 | 5.2 | -0.6
13 | Cc1nc2c(OCc3cccc(Cl)c3)cccn2c1N(C)Cc1cccs1 | -7 | -1.3 | -2.6 | -0.9 | / | -2 | -1 | -5.0 | -17 | -1.7 | -0.2
14 | CC(NC(=O)c1ccc2c(c1)S(=O)(=O)N=C1CCCCCN12)c1ccc(S(N)(=O)=O)cc1 (centres undefined) | -1 | -1.2 | -1.4 | -1.7 | 0.5 | 3 | -6 | 0.3 | -3 | 1.2 | -4.6
15 | CN(CCCS(=O)(=O)[O-])c1ccc(/C=C/c2ccc3ccccc3[n+]2C)cc1 | 0 | -0.9 | -0.4 | -0.4 | 0.3 | 0 | 21* | -2.6 | -18 | -0.7 | -24
16 | Cc1nc2ccccc2c(=O)n1NC(=O)c1ccc(Cl)c(Cl)c1 | -2 | -0.5 | 0.1 | -1.0 | 0.7 | 2 | 0 | -0.9 | -1 | 0.3 | -2.2
17 | Cc1cc(C)n2c(SCC(=O)NC3CCCCC3)nnc2n1 | 3 | -0.8 | -0.3 | -0.7 | -0.4 | -4 | 4 | -3.1 | -38 | 0.5 | -1.1
18 | COC(=O)CCC(=O)COc1ccc(OC)cc1C#N | 3 | 0.2 | 1.7 | 2.6 | 1.6 | 6 | 1 | 7.6 | -1 | 2.3 | -0.6
19 | COc1cccc(C(=O)N2CCN(Cc3ccc4c(c3)OCO4)CC2)c1OC | -2 | -1.4 | -1.4 | -1.8 | 1.4 | -3 | -5 | 0.6 | 1 | 3.3 | 0.6
20 | C=CCN(C(=O)c1ccc(Cl)cc1)c1ccccc1C(=O)NCC(=O)O | 0 | -1.7 | -0.5 | -0.6 | -1.4 | 4 | -2 | 1.0 | -5 | 0.0 | -0.1
21 | N=c1c2c(n(Cc3ccc(F)cc3)c3c1CCC3)CCCC2 | -1 | -2.0 | -3.6 | -2.5 | -4.8 | -6 | 8 | -10 | 5 | -1.2 | 0.0
22 | Cc1noc(C)c1CCC(=O)Nc1c(C(C)C)cccc1C(C)C | -5 | -1.2 | -0.1 | -1.6 | 0.2 | -2 | 0 | 0.5 | -3 | 0.3 | -0.7
23 | COc1ccccc1NC(=O)CN1CCN(CC(=O)Nc2ccc(F)cc2)CC1 | -2 | -1.5 | -0.6 | -1.9 | -0.1 | 1 | -7 | -2.9 | -2 | -0.8 | 0.1
24 | CC(C)CCNC(=O)Cn1c(=O)oc2cc(S(=O)(=O)N3CC(C)CC(C)C3)ccc21 (centres undefined) | -4 | -1.8 | 0.5 | -2.9 | 0.2 | -2 | -2 | 2.0 | -3 | -0.9 | -2.5
25 | Cc1cc(C)c(S(=O)(=O)N2CCOC2CNC(=O)C(=O)NCc2ccncc2)c(C)c1 (centres undefined) | 12 | -0.8 | 0.3 | -2.2 | -0.2 | 2 | 3 | -2.8 | -14 | -2.1 | -0.8
26 | COc1ccc(/C=C2\Oc3cc(OC(=O)N4CCOCC4)ccc3C2=O)c(OC)c1 | 22* | -1.6 | 0.0 | -0.4 | 0.5 | 1 | -8 | -0.4 | -108 | 2.0 | -1.7
27 | CN(C)CCCNC(=O)c1ccc2[nH]c3ccccc3c2c1 | -3 | -1.0 | 0.3 | -0.5 | 1.6 | 0 | 0 | 3.1 | -74 | -3.0 | 2.6
28 | CSCCC(=O)N(C)CC1CCCN(CCc2cccc(C(F)(F)F)c2)C1 (centres undefined) | 6 | -0.5 | -0.1 | 1.6 | 0.7 | -1 | 15 | -2.0 | -9 | 1.3 | -2.6
29 | O=C(c1ccccc1)C1Oc2ccccc2C2CC(c3cccs3)=NN12 (centres undefined) | 1 | -0.7 | 2.2 | 8.3* | 3.9 | 3 | -4 | 7.1 | -21 | 1.9 | 0.1
30 | CCOc1ccc(NC(=O)CCC(=O)O)cc1 | 6 | -0.7 | 0.0 | -0.1 | -1.0 | -2 | 1 | 0.6 | 0 | -1.1 | 1.0
31 | CC(OC(=O)CN1C(=O)C2CCCCC2C1=O)C(=O)Nc1ncc(Cl)cc1Cl (centres undefined) | -7 | -1.5 | -0.5 | -1.9 | 0.0 | 1 | 7 | -2.4 | 2 | -0.8 | 1.5
32 | CCCCn1c(N)c(N(CC)C(=O)c2ccccc2F)c(=O)[nH]c1=O | -8 | -0.3 | -0.1 | -2.0 | 1.4 | -5 | 8 | 2.6 | 6 | 1.6 | -2.9
33 | CC(C)(C)C1CCc2c(sc3nc(SCC(N)=O)nc(N)c23)C1 (centres undefined) | 4 | -1.1 | 0.2 | 1.3 | -0.5 | 3 | 2 | 4.4 | -1 | 3.5 | 0.6
34 | O=C(NCCCN1CCCC1=O)c1ccc2c(=O)n(Cc3ccco3)c(=S)[nH]c2c1 | -25 | -0.4 | -0.3 | -0.4 | 0.3 | 0 | 6 | 1.2 | -1 | -1.2 | -1.4
35 | CCc1nc2c(OCc3ccc(F)cc3)cccn2c1N(C)C(=O)C(C)C | -4 | -1.5 | 0.4 | -0.8 | / | 1 | 7 | -0.7 | -2 | 1.3 | 1.4
36 | Cc1nn2c(=O)cc(COC(=O)c3c(F)cccc3Cl)nc2s1 | 1 | -0.1 | 8.6* | 1.0 | 2.2 | 6 | 2 | 8.2 | -6 | 4.2 | 0.5
37 | Nc1ccc(CCS(N)(=O)=O)cc1 | -3 | -1.5 | 0.3 | -0.9 | 1.1 | -4 | 8 | 1.1 | 2 | 0.0 | -0.2
38 | CCOc1ccc(-n2c(-c3ccco3)nc3c(cnn3-c3ccc(C)cc3)c2=O)cc1 | 9 | -1.0 | -0.7 | -0.2 | 1.1 | -2 | 0 | -2.0 | -4 | 0.9 | 2.0
39 | Cc1ccc(NC(=O)CNc2cccc(S(=O)(=O)N3CCCC3)c2)cc1F | 0 | -1.6 | -5.3 | -3.2 | -2.4 | -1 | -20 | -4.2 | 7 | -1.4 | 2.2
40 | Cc1nc([N+](=O)[O-])c(SCC(N)=O)n1Cc1ccccc1 | 2 | -1.7 | -0.3 | -0.7 | 1.6 | 5 | 6 | 0.7 | -1 | -1.7 | -1.1
41 | CC1CC(C)CN(S(=O)(=O)N2CCCC(C(=O)NCc3ccccc3Cl)C2)C1 (centres undefined) | -8 | -0.9 | 0.6 | -0.5 | 0.1 | 1 | 0 | -1.0 | -4 | 2.5 | -3.2
42 | CCCc1[nH]nc2c1C(CCC)C(C#N)=C(N)O2 (centres undefined) | 1 | -0.6 | -0.9 | 0.1 | 1.6 | 6 | -11 | -0.3 | -11 | 0.6 | -1.1
43 | Cc1ccc(NC(=O)CC2OC(=O)c3ccccc32)cc1S(=O)(=O)N1CCCCCC1 (centres undefined) | 3 | -1.3 | -1.1 | 0.4 | -0.2 | -2 | -9 | -0.5 | -6 | 0.0 | -2.6
44 | Cc1ccc(OCc2ccc([N+](=O)[O-])cc2)c([N+](=O)[O-])n1 | 2 | -0.3 | 1.8 | 4.7 | 0.6 | 2 | -2 | 8.8 | -7 | 8.4* | -1.3
45 | O=C(NCC1CCOCC1)c1ccc(OC2CCN(Cc3ccccn3)CC2)cc1 | -2 | -1.4 | -0.1 | -0.1 | 0.3 | -4 | 3 | -1.5 | 1 | 1.4 | -1.0
46 | O=C(Nc1nccs1)c1ccc(-c2ccccc2Cl)o1 | -7 | 2.4* | 2.0 | 6.7* | 3.2 | 5 | -5 | 12* | -43 | 4.9 | 0.4
47 | CC1CCC2(CC1)NC(=O)c1ccccc1O2 (centres undefined) | -3 | -1.0 | 0.1 | -1.4 | 0.1 | 1 | 1 | 0.1 | 2 | 1.6 | -1.6
48 | CC(C)c1ccc(OCC(=O)Nc2ccc3oc(=O)ccc3c2)cc1 | -1 | -1.2 | -0.5 | 0.9 | -0.1 | -2 | -6 | 0.5 | -39 | 1.6 | 1.4
49 | CC1CCCN(C(=O)CSc2ncccn2)C1 (centres undefined) | 0 | -0.2 | 0.0 | -1.0 | -0.4 | -4 | 6 | 1.8 | -6 | 4.2 | 1.7
50 | CC(C)(C)c1nnc(NC(=O)Cc2ccc(Br)cc2)s1 | -5 | -0.1 | 0.0 | 2.2 | 0.8 | -3 | -2 | -0.3 | -2 | 1.7 | -1.7

From PubChem
